Screens (PubChem)
LYPLA2 counter – counter-screen for PME1 inhibitors: inhibitors of human LYPLA2 | O95372 | 0.38% of 320,000 active | inhibition, % at 5.9 µM | recombinant LYPLA2, FP-Rh probe fluorescence polarization | AID 2177;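 active = inhibition above the screen-wide mean plus 3 SD, limit set per campaign, cut at about 26% in these data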;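 also: 0% = LYPLA2 with DMSO and 100% = wells lacking LYPLA2 enzyme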
Target sequence (O95372 whole entry, looked up): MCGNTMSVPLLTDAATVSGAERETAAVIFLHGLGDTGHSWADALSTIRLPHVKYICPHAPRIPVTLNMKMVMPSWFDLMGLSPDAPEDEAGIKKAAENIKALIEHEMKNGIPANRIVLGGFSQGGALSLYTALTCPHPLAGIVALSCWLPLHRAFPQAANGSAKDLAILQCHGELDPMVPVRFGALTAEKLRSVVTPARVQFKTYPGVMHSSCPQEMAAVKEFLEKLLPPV
PAFAH1B3 FP inh – PAFAH1B3 (human) inhibition; Q15102; recombinant PAFAH1B3, FP-rhodamine probe, fluorescence polarization; inhibition, % at 3.39 µM; 0.28% of 340,000 active; AID 492972;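 active = inhibition above the screen-wide average of all tested compounds plus 3 SD, cut at about 25% in these data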;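 also: 0% = enzyme with DMSO only and 100% = wells lacking PAFAH1B3 protein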
Target sequence (Q15102 whole entry, looked up): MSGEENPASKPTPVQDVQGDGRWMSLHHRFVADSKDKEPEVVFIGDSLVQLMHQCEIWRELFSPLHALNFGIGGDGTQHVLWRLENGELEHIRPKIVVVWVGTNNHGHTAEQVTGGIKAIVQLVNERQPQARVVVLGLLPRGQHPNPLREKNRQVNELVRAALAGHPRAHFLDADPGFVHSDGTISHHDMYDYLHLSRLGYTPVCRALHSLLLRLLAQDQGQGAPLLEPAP
PAD4 FP inh – inhibitors of human PAD4; Q9UM07; recombinant PAD4, RCA probe fluorescence polarization; inhibition, % at 6.36 µM; 0.41% of 330,000 active; AID 485272;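 active = percent inhibition above a cutoff equal to the mean of all tested compounds plus 3 SD, cut at about 15% in these data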;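 also: 0% = PAD4 with RCA probe and DMSO and 100% = probe without PAD4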
GSTO1 counter – blocks human GSTO1 in RBBP9 counter-screen; P78417; recombinant GSTO1, activity-based probe fluorescence polarization; inhibition, % at 5.96 µM; 1.1% of 300,000 active;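 active = inhibition above the campaign mean inhibition plus 3 SD, cut at about 35% in these data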;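 also: 0% = GSTO1-1 with DMSO and 100% = wells lacking GSTO1-1 enzyme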
pPAFAH FP inh – inhibitors of human plasma PAF acetylhydrolase (pPAFAH). AID 463082. 1.5% of 330,000 active. recombinant pPAFAH, FP-rhodamine probe fluorescence polarization. inhibition, % at 3.39 µM;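 active = inhibition above the mean inhibition across the screen plus 3 SD, cut at about 25% in these data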;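 also: inhibitors block binding of the rhodamine activity-based probe so polarization drops; 0% = enzyme with DMSO and 100% = wells lacking pPAFAH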
PAFAH1B2 inh – PAFAH1B2 (human) inhibition; P68402; inhibition, % at 3.39 µM; recombinant PAFAH1B2, FP-rhodamine activity probe, fluorescence polarization; 1.2% of 340,000 active;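 active = inhibition above the mean of all tested compounds plus 3 SD, cut at about 24% in these data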;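 also: 0% = enzyme with DMSO and 100% = wells lacking PAFAH1B2; many of its hits are not listed in these tables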
Target sequence (P68402 whole entry, looked up): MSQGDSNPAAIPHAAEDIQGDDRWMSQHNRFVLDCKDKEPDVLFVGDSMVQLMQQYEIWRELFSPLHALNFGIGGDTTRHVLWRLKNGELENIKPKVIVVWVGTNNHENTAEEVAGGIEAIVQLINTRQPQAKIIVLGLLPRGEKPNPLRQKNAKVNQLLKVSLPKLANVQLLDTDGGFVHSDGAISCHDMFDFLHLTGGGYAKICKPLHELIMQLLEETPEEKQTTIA
LYPLA1 inh – counter-screen for PME1 inhibitors: inhibitors of human LYPLA1 | O75608 | recombinant LYPLA1, FP-Rh probe fluorescence polarization | inhibition, % at 5.9 µM | 0.16% of 320,000 active;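 active = inhibition above the mean of all tested compounds plus 3 SD, set per campaign, cut at about 14% in these data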;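 also: inhibitors block serine hydrolase probe labeling of LYPLA1 so polarization falls; 0% = enzyme with DMSO and 100% = wells lacking LYPLA1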
Target sequence (O75608 whole entry, looked up): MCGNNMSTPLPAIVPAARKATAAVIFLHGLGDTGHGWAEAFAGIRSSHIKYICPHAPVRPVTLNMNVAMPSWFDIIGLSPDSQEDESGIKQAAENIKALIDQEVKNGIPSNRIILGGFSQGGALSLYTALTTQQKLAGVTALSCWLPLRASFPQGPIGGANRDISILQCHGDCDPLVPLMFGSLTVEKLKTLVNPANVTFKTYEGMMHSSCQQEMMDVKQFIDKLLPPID
PAFAH2 FP inh – inhibitors of human PAFAH2. 0.99% of 340,000 active. recombinant PAFAH2, FP-rhodamine activity probe, fluorescence polarization. inhibition, % at 3.39 µM;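 active = inhibition above the mean over all tested compounds plus 3 SD, cut at about 30% in these data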;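 also: inhibitors block probe labeling of enzyme so polarization drops; 0% = enzyme with DMSO and 100% = wells lacking PAFAH2 protein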
PREPL inh – inhibitors of human prolyl oligopeptidase-like enzyme PREPL; Q4J6C6; recombinant PREPL, fluorescence polarization activity-based probe; inhibition, % at 5.96 µM; 0.68% of 320,000 active; in the data active = inhibition above about 43%;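 also: 0% = enzyme with DMSO and 100% = wells lacking enzyme; many of its hits are not listed in these tables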
* hit, by the source's call; x = no result given.

SMILES	LYPLA2 counter	PAFAH1B3 FP inh	PAD4 FP inh	GSTO1 counter	pPAFAH FP inh	PAFAH1B2 inh	LYPLA1 inh	PAFAH2 FP inh	PREPL inh
O=[N+]([O-])c1ccc(O)c(/C=N/n2c(CO)nc3ccccc32)c1	4	10	-4	-9	1	9	3	5	1
COc1cc2cc(CN(CCCN3CCOCC3)Cc3nnnn3Cc3ccccc3)c(=O)[nH]c2cc1OC	4	2	-9	2	3	-4	3	-1	4
Cc1cccc(N2CCN(Cc3nc(CC4CC4)no3)CC2)n1	4	1	-2	-1	2	3	0	3	-5
O=C(NCc1cccs1)C(=O)c1cn(CC(=O)N2CCCC2)c2ccccc12	-6	7	3	6	6	-1	-1	-5	-4
CCS(=O)(=O)c1ccc2oc(SCC(=O)NCCc3ccc(OC)cc3)nc2c1	-2	9	-1	4	0	9	-2	6	0
O=C(Cn1nc(Cc2cccnc2)c2ccccc2c1=O)Nc1ccccc1F	5	1	-1	2	25*	1	-1	1	-7
N/C(CN1CCCCC1)=N\S(=O)(=O)c1cc(Cl)cc(Cl)c1	2	3	1	-11	-1	5	1	-14	7
O=C(/C=C/c1ccc(F)cc1)NCCc1ccc2c(c1)OCCO2	7	6	0	5	0	1	0	-5	-14
COc1ccc([N+](=O)[O-])cc1Nc1c2ccccc2nc2ccccc12	-1	5	0	7	7	4	-1	-1	0
Cc1cc(C)nc(SCCN2CCOCC2)n1	-2	1	0	0	-2	6	1	-2	1
Cc1ccc(S(=O)(=O)CC(O)COc2ccc(F)cc2Cl)c(C)c1 (configuration not stated)	1	11	-5	8	5	7	-2	-3	-39
CCOC(=O)c1cccc(NC(=O)C2CCN(S(=O)(=O)c3cnc[nH]3)CC2)c1	-1	-7	-1	-1	-3	2	0	0	-6
O=C(N/N=C/c1cccc(F)c1)c1cc(-c2ccco2)nc2ccccc12	-11	9	1	41*	39*	2	-17	8	0
CCOc1cc(CNCc2cc(OC)cc(OC)c2)ccc1OC	5	6	3	-2	6	3	-1	4	1
O=C1c2cc(O)c(O)cc2S(=O)(=O)C1c1ccccc1 (configuration not stated)	3	9	1	17	6	6	1	6	5
CCC(C)NC(=O)CNC(=S)N(CCCN1CCOCC1)Cc1cccs1 (configuration not stated)	0	6	2	-1	-4	0	-2	4	19
CCCCc1c(C)nc(N)[nH]c1=O	-2	8	-2	3	3	0	2	-4	0
CCN(CC)C(=O)/C(=C/c1ccc2c(c1)OCO2)NC(=O)c1ccc(Br)cc1	-2	7	-4	0	-5	-4	-2	-6	4
CC(Oc1ccc(C(=O)c2ccc(F)cc2)cc1)C(=O)N1CCOCC1 (configuration not stated)	4	6	0	-1	1	5	0	-8	17
COC(=O)c1ccc(CN2CCC(CO)(Cc3cccc(OC)c3)CC2)cc1	4	6	2	3	-2	-2	1	-8	8
CCOC(=O)C(=NCCOC)NNc1cc(Cl)ccc1Cl	-4	5	1	1	5	-1	-3	7	4
Cc1cccc(N2CSC3=C(C#N)C(c4ccc(C)o4)CC(=O)N3C2)c1 (configuration not stated)	1	x	-1	15	47*	x	-6	x	24
Oc1ccc(Cl)cc1N=Cc1sc2ccccc2c1Cl	-9	8	-12	14	8	6	-2	0	7
O=C1N(C2CCCC2)C[C@@H]2C[C@@H](c3cccn3-c3ccccn3)N3CCC[C@@]123	1	11	1	3	6	0	3	-3	10
O=C(O)c1ccccc1C(=O)c1ccc(Br)s1	2	-1	-4	-5	7	2	4	-6	1
c1ccc(C2=NNC(=NC3CC3)SC2)cc1	8	5	22*	2	-2	9	0	3	22
[O-]/[N+](=C/c1ccc(F)cc1)c1ccc(Cl)cc1	-2	7	-3	2	2	3	0	1	-4
O=C(Nc1ccc2nsnc2c1)NC1CCCCC1	4	5	-3	-7	-1	0	1	-2	-6
COc1c(/C=N/Nc2ccc(C(=O)O)cc2)c(CCN(C)C(C)=O)cc2c1OCO2	-4	3	3	-3	-2	-4	1	1	1
O=C(NCCN1C(=O)S/C(=C\c2cccnc2)C1=O)C1=NN(c2ccccc2)C(=O)CC1	3	7	4	0	4	-1	-1	-1	2
CCN1CCN(S(=O)(=O)c2ccc(Cl)c(C(=O)NCc3ccco3)c2)CC1	-5	-2	-4	8	-2	1	-3	-2	8
Cc1cc(C)n(C(=O)C(C(=O)c2ccccc2)C(C)C)n1 (configuration not stated)	-4	-5	-2	-2	-2	2	-2	-7	5
O=C(COc1ccc2c(-c3ccccc3)cc(=O)oc2c1)NCC1CCC(C(=O)O)CC1 (configuration not stated)	3	7	2	3	2	1	-1	1	-1
Cc1nn(Cc2c(F)c(F)c(F)c(F)c2F)c(C)c1NC(=O)c1ccc(COc2cc(Cl)ccc2Cl)cc1	0	-1	-1	7	6	5	1	-4	5
Cc1cc(NC(=O)c2cnn3cccnc23)no1	0	4	4	1	3	3	2	12	10
CCCC1=C/C(=C/c2ccc(-c3ccccc3OC)o2)C(=O)O1	0	0	-3	-1	24	4	-1	4	-1
CCOc1ccc(NC(=O)CC2S/C(=N/N=C3CCCCCC3)NC2=O)cc1 (configuration not stated)	0	-12	1	-4	8	2	2	6	6
O=C(Cc1n[nH]c(=O)c2ccccc12)NCc1ccc(Cl)cc1	1	2	3	-3	3	6	-2	2	-10
COc1ccc(NC(=O)Cn2nnc(-c3ccccc3NS(=O)(=O)c3ccccc3)n2)cc1	-27	0	-1	-27	6	2	-18	-26	-18
CCN1CCN(CC(O)COCc2ccccc2)CC1 (configuration not stated)	-2	-3	1	-4	-3	5	0	-5	-4
O=C(CN1CCCC1)Nc1ccccc1Sc1ccc(Cl)cc1	-3	0	-2	5	0	1	1	1	-14
CCOC(=O)C1=C(C)OC(N)=C(C#N)C1c1cc2c(cc1Br)OCO2 (configuration not stated)	-4	8	-5	2	-8	3	-4	3	5
CCC1Oc2ccccc2N(CC(=O)NCc2cccs2)C1=O (configuration not stated)	15	1	1	37*	0	6	2	6	3
COc1cc(NC2c3ccccc3C(=O)N2Cc2ccccc2Cl)cc(OC)c1OC (configuration not stated)	7	0	-4	14	1	0	3	-4	-10
CC(=O)Nc1sc2c(c1CN1CCN(c3ccccn3)CC1)CCCC2	0	10	-2	2	12	1	0	-6	18
CS/C(=N\S(=O)(=O)c1ccc(N)cc1)NS(=O)(=O)c1cccs1	-2	4	-9	0	8	6	1	5	-2
O=C(CSc1nc(-c2cccs2)cc(C(F)(F)F)n1)NCCCN1CCOCC1	-1	-3	-3	5	7	2	-1	5	1
CN(C)CCCN(C(=O)c1sc2ccccc2c1Cl)c1nc2ccc(F)cc2s1	-1	3	-1	5	10	-3	0	-1	-42
Cn1c(Cn2c(=O)sc3ccccc32)nnc1SCC(=O)Nc1ccc2c(c1)OCO2	-3	5	-1	4	-2	6	0	0	5
O=C(O)C(NS(=O)(=O)c1cccc2nsnc12)c1ccccc1 (configuration not stated)	-7	3	2	3	0	5	-2	-4	-4
O=C(O)CSc1nc(SCc2ccccc2Cl)nc2c1CCCC2	4	1	-3	-30	-1	3	0	2	-4
CN(Cc1ccccc1)C(=O)c1ccc(NC(=O)C2CCN(C(=O)OC(C)(C)C)CC2)cc1	x	4	2	x	3	8	x	-1	6
Cc1ccccc1OCC(=O)N(Cc1nnc(-c2ccc(Cl)cc2)o1)C(C)C	-2	7	-38	x	1	8	0	1	5
Cc1ccc(S(=O)(=O)N(C)c2ccc(OCC(=O)N3CCCCC3)cc2)cc1	5	7	-6	0	12	-3	1	4	5
CC(OC(=O)C1=COCCO1)C(=O)Nc1ccc(Cl)cn1 (configuration not stated)	1	5	-1	5	2	6	-2	10	-6
Cc1nc2ccccc2n1CC(O)Cn1c(C(F)(F)F)nc2ccccc21 (configuration not stated)	-2	14	1	8	0	7	0	3	-5
Cn1c(CC(=O)NNC(=O)c2cccnc2)nc2ccccc21	1	5	-5	x	0	6	0	4	9
COc1ccc(/C=C/C(=O)Oc2ccc(C)cc2)cc1	-2	7	-1	3	6	7	-5	8	10
Cc1ccc(CNC(=O)COC(=O)c2cnc(C)cn2)cc1	-6	4	1	12	-1	-1	2	-6	6
O=C(O)c1cccc(S(=O)(=O)Nc2ccccc2C(=O)NCCc2ccccc2)c1	-5	2	0	-16	0	12	-5	17	2

Some values from the list:
Cn1c(CC(=O)NNC(=O)c2cccnc2)nc2ccccc21 | LYPLA2 counter = 1
Cc1ccccc1OCC(=O)N(Cc1nnc(-c2ccc(Cl)cc2)o1)C(C)C | PREPL inh = 5
O=C(O)CSc1nc(SCc2ccccc2Cl)nc2c1CCCC2 | PAD4 FP inh = -3

Further records
SMILES	LYPLA2 counter	PAFAH1B3 FP inh	PAD4 FP inh	GSTO1 counter	pPAFAH FP inh	PAFAH1B2 inh	LYPLA1 inh	PAFAH2 FP inh	PREPL inh
COc1cccc(C2CN(c3ccc(F)cc3F)N=C2c2cccs2)c1OC (configuration not stated)	1	6	-2	-2	4	7	3	12	7
CC1CN(C(=O)c2ccc(COc3ccccc3Cl)o2)CC(C)O1 (configuration not stated)	7	8	0	-1	4	3	-3	-4	20
Cn1nc(C(=O)NCC(=O)Nc2ccc(F)c(F)c2F)c2ccccc2c1=O	1	4	0	x	-2	5	0	-3	-1
Nc1ccc(C(=O)Nc2nccs2)cc1	1	10	-2	9	0	2	1	1	3
O=C(O)CCc1ccc(-c2ccccc2)n1CC(=O)O	8	6	-6	5	7	2	1	2	-3
CCCCN1C[C@H](Cc2ccccc2)[C@@H](CC(=O)NCc2ccc(OC)cc2)C1=O	2	0	-7	-5	6	-2	0	10	-11
Cc1ccc(NC(=S)NCc2cccnc2)cc1	1	5	-1	3	2	-9	-6	-2	-6
CC(C)(C)n1ncc2c(=O)n(CC(=O)Nc3ccccc3)cnc21	-9	2	3	3	-11	3	-1	-4	4
O=C(O)C1C2C=CC(C2)C1C(=O)NCCCN1CCOCC1 (configuration not stated)	-1	-1	1	10	1	-2	2	-5	11
CC(=O)c1cccc(Nc2nc(-c3ccccc3)cs2)c1	-7	12	-1	4	9	-5	-7	11	24
O=C(Nc1ccc(C(=O)N2CCCCC2)cc1)Nc1cccc(Cl)c1	-22	7	-3	-8	0	-3	-21	-12	0
Cc1c(C(=O)NCc2ccco2)oc2ccc(S(=O)(=O)N3CCC4(CC3)OCCO4)cc12	-2	-3	-1	4	0	9	-3	-8	-8
O=[N+]([O-])c1ccc(N2CCN(S(=O)(=O)c3ccc(Cl)cc3)CC2)cc1NCc1cccnc1	-2	5	-5	-11	1	4	-4	-4	3
Cc1[nH]c(=O)[nH]c(=O)c1S(=O)(=O)N1CCCC(C(=O)NCc2ccccc2Cl)C1 (configuration not stated)	0	-2	1	-2	2	3	2	-1	-2
CN1C(=O)N(C)C2(CC1(C)C)CC(C)(C)N(C)C(=O)N2C	-2	1	-3	-3	1	0	1	-1	-9
CCOc1ncccc1C(=O)OCC(=O)NCc1ccc2c(c1)OCO2	2	-3	-2	0	5	0	-5	1	7
Cc1cc(Cl)c(S(=O)(=O)Nc2cc(S(=O)(=O)N3CCOCC3)ccc2F)cc1OCC(N)=O	2	9	-3	7	2	-4	4	-6	-3
O=C(NCCCN1CCCC1)c1ccc2c(c1)N(Cc1cccc(Cl)c1)C(=O)c1ccccc1S2=O (configuration not stated)	-1	5	-2	2	0	-3	-6	1	25
Cc1cc(C)n(C(=O)c2ccc(C)c(F)c2F)n1	4	10	-2	3	5	5	0	-4	0

An excerpt; rates above refer to the full screens.
